Assay outcomes (PubChem)
DAGLB inhibitor = diacylglycerol lipase beta (human) inhibition; Q8NCG7; HEK293T DAGLB membrane lysate, EnzChek fluorogenic substrate; inhibition, % at 5.17 µM; 0.059% of 340,000 active; in the data active means inhibition above about 34%;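 further: 0% = enzyme with vehicle and 100% = wells lacking enzyme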
Target sequence (Q8NCG7 whole entry, looked up): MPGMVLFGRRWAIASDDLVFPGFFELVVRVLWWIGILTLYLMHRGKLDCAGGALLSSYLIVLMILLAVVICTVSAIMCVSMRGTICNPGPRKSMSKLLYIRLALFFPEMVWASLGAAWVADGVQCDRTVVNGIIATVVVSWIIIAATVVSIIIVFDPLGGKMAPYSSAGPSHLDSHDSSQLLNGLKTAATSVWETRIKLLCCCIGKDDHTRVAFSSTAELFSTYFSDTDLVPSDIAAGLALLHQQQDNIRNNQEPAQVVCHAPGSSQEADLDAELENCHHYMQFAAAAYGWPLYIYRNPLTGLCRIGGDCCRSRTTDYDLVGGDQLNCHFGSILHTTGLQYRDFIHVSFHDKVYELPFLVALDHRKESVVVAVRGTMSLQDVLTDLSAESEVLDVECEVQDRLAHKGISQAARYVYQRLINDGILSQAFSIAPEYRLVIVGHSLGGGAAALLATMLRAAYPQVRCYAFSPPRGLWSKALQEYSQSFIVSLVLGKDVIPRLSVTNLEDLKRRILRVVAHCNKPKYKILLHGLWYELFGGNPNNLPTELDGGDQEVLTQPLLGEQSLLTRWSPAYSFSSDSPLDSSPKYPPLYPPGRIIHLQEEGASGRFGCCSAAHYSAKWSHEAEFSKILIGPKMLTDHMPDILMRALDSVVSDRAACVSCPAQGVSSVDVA
HTR5A inv ctr = counter-screen for OPRM1-OPRD1 inverse agonists: human HTR5A inverse agonism; 0.083% of 340,000 active; inhibition, % at 9.3 µM; HTR5A cell line, luminescence; P47898; AID 504634; in the data active means inhibition mostly above about 23%, no sharp cut-off; inactive means mostly below about 18%;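 further: 0% = cells with DMSO and 100% = no-cell wells with DMSO; some compounds called inactive have numbers as strong as hits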
E coli growth = counter-screen for AddAB inhibitors: E. coli growth inhibition. E. coli V3065 growth, OD600 absorbance, 18 h. inhibition, % at 11.9 µM. 0.27% of 330,000 active;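 active means inhibition above the campaign's mean inhibition across all tested compounds plus 3 SD, cut at about 9.9% in these data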;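 further: uninfected addAB+ strain grown without phage in ampicillin broth; 0% = DMSO wells and 100% = ciprofloxacin 0.95 µg/ml wells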
AddAB inh = less growth of phage-infected E. coli with AddAB; E. coli expressing H. pylori AddAB, absorbance growth; inhibition, % at 11.9 µM; 0.29% of 330,000 active; in the data active means inhibition above about 12%;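 further: 0% = vehicle wells of infected cells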
CDK5 p35 inh = inhibitors of human CDK5/p35 kinase; Q00535+Q15078; Recombinant CDK5/p35, ADP-Glo luminescence, 60 min; inhibition, % at 10 µM; 0.01% of 330,000 active; AID 488839;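 active means highest replicate inhibition of at least 50% and at least 75% of replicates reaching 50%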;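 further: plate controls were DMSO neutral control for no effect and GW8510 at 10 µM for full effect; many of its hits are not listed in these tables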
Mot1-301 SUMO = blocks SUMOylation pathway, rescuing yeast Mot1-301 growth. S. cerevisiae Mot1-301 growth rescue, ATP luminescence, 38.5C; percent above DMSO median, 100 means doubled. growth rescue, % at 18.8 µM. 1% of 320,000 active. AID 2716;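 active means every valid replicate shows activation above 250% relative to neutral control wells; inactive means the rest, any valid replicate at or below 250%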;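 further: OY570 slx delta 5 strain wells were the positive control but not used for scaling; some compounds called inactive have numbers as strong as hits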
phage Ecoli inh = E. coli growth loss with phage present; growth absorbance; inhibition, % at 11.9 µM; 0.26% of 360,000 active; AID 651602; in the data active means inhibition above about 11%
HTR5A ag ctr = counter-screen for OPRM1-OPRD1 agonists: human HTR5A agonism. P47898. HTR5A agonist assay, luminescence, cell-based. activation, % at 9.3 µM. 0.61% of 340,000 active. AID 504692; in the data active means activation mostly above about 9.5%, no sharp cut-off; inactive means mostly below about 7.6%;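 further: 0% = cells with vehicle only and 100% = reference agonist; strong numbers were not always called active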
Tat transport = blocks Tat-dependent protein export in E. coli | AID 488895 | inhibition, % at 10 µM | E. coli MC4100 TorA-mCherry Tat export, fluorescence | 0.036% of 340,000 active;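 active means mean replicate inhibition at least 50% and at least half of replicates individually reaching 50%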;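 further: exported cargo escapes ClpAP degradation while cytoplasmic cargo is degraded and loses fluorescence; 0% = median of neutral control wells and 100% = median of NaSCN control wells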
PKA-R1A act = activates the PKA-R1A holoenzyme complex; P00514+P68181; PKA-R1A dissociation, Cy5-IP20 fluorescence polarization; scaled: DMSO 0%, 113 µM cGMP 100%; activation, % at 11.4 µM; 0.083% of 340,000 active; AID 504707;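 active means percent activation above the mean of all tested compounds plus 3 SD, cut at about 19% in these data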;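 further: higher means more PKAc released from R1A so a rise in polarization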
PKA-R2B act = activates the human PKA-R2B holoenzyme complex; P22694+P31323; PKA-R2B holoenzyme dissociation, Cy5-IP20 fluorescence polarization; R2B truncated from residue 108, S112A mutant; 0% DMSO only, 100% 113 µM cGMP; activation, % at 11.4 µM; 0.079% of 340,000 active; AID 504700;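 active means activation above a cutoff set at the mean over all compounds plus 3 SD, cut at about 18% in these data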;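 further: higher means more holoenzyme dissociation and a rise in polarization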
Target sequence (P31323 whole entry, looked up, other chains not shown, the tested form may be a part): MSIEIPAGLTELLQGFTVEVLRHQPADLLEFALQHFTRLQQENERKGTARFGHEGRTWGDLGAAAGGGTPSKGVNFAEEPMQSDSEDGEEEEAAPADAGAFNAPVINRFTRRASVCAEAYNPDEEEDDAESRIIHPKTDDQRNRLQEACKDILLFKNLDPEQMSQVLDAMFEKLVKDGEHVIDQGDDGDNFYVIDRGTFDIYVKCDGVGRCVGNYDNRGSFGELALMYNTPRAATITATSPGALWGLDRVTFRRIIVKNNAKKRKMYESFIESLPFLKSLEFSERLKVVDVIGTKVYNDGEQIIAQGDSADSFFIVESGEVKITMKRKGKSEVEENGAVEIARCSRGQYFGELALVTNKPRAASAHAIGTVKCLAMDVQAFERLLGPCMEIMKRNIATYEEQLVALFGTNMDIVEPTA
* = called active by the depositor; . = not tested or not shown.

Compound	DAGLB inhibitor	HTR5A inv ctr	E coli growth	AddAB inh	CDK5 p35 inh	Mot1-301 SUMO	phage Ecoli inh	HTR5A ag ctr	Tat transport	PKA-R1A act	PKA-R2B act
Cc1nc(SCC(=O)N(C)Cc2ccco2)c2c(C)c(C)sc2n1	-7	8	-0.4	-0.6	1.6	15	0.8	1	2	-10	-15
Nn1c(SCc2c(F)cccc2F)nnc1-c1ccccn1	1	-7	-4.2	-4.3	-10	-6	1.9	-2	5	-11	-9
Cc1ccc2nc3[nH]c(=O)[nH]c(=O)c3c(N)c2c1	0	-11	.	.	-0.4	.	0.0	3	7	-9	-3
CCc1nc2ccc(C(=O)N(C)CC(=O)Nc3cccc(F)c3)cc2nc1CC	2	-39	0.3	0.1	-0.9	-19	5.5	14	3	7	0
Cc1ccc(CNC(=O)CSc2c3c(nc4cc(Cl)ccc24)CCCC3)o1	3	-7	0.2	-2.2	-2.2	-8	2.5	3	-9	0	2
O=C(COC(=O)c1ccc(F)c(S(=O)(=O)N2CCOCC2)c1)NCc1ccc2c(c1)OCO2	1	-25	1.7	2.5	0.6	4	3.1	1	4	5	-7
O=C(O)CSCC(=O)N(Cc1ccccc1)c1nc(-c2ccccc2)c(-c2ccccc2)s1	9	-19	-0.2	1.7	0.2	-3	-1.5	7	13	3	-13
OC(CNCC1CCCO1)Cn1c2ccc(Br)cc2c2cc(Br)ccc21 (stereo not drawn)	0	-23	-3.6	-1.7	-0.1	-33	1.1	0	1	1	-11
Cc1cc2c(cc1C)CSC(c1ccccc1OC(=O)C(C)(C)C)SC2	-17	-42	3.3	1.6	-0.3	-5	1.6	4	1	-9	-13
Cc1nc2ccccc2n1CC(O)COC1CCCCC1 (stereo not drawn)	-3	-10	-2.0	0.7	-1.0	-7	.	5	3	-5	-6
CC1=NC(C#N)=C(C#N)NC(C)(C)C1	-2	-3	0.2	-0.7	0.7	1	0.9	1	1	-11	-4
O=C(CSc1nnc2ccccn12)N1CCc2ccccc2C1	1	-3	0.3	0.3	-0.8	.	0.8	-5	1	3	0
CCC(=O)Nc1nnc(-c2ccncc2)s1	0	-13	-1.7	1.9	0.5	-15	1.4	4	0	7	-1
Cc1ccc(S(=O)(=O)N2CCCCC2C(=O)N(C)c2ccccc2)cc1 (stereo not drawn)	-1	-5	-1.8	2.8	1.8	6	2.6	2	0	14	-3
O=C(CCNC(=O)c1ccccc1Cl)NCC(c1ccco1)N1CCCC1 (stereo not drawn)	0	1	0.7	-1.4	0.7	62	1.6	0	-10	2	7
CCOc1ccc(NC(=O)CN(C)CC(=O)Nc2cc(Cl)ccc2C#N)cc1OCC	0	-23	-1.4	0.5	1.0	-21	0.3	0	13	4	-1
CN(C(=O)CCc1nc2ccccc2c(=O)[nH]1)C1CCS(=O)(=O)C1 (stereo not drawn)	-5	18	0.9	2.6	-1.4	3	-0.5	3	-1	-10	-9
CC1CC(C)CN(S(=O)(=O)c2cccc(C(=O)OCCN3CCCC3=O)c2)C1 (stereo not drawn)	-1	-5	-2.1	0.9	-1.3	8	-2.1	2	14	-9	-12
Nc1ccc(C2CCCc3nonc32)c2nonc12 (stereo not drawn)	1	-13	1.6	2.6	-0.9	10	2.2	5	-12	3	1
CN(C)C(=O)C#Cc1ccccc1	-1	-1	-1.6	0.6	0.9	13	0.4	5	-6	-15	-4
COc1cccc(C(=O)Oc2ccc(/C=N/NC(=O)c3ccncc3)cc2OC)c1	-1	-8	0.3	5.4	3.0	112	1.2	3	-2	0	1
Cc1ccc(C(=O)NCC(=O)NCC(=O)OCC(=O)c2ccc([N+](=O)[O-])cc2)cc1	1	-14	-0.3	-0.5	-0.1	-5	2.5	-7	2	-10	-12
Cc1ccc(CCc2nnc(SCC(=O)Nc3ccccc3Cl)n2-c2ccccc2)o1	-1	9	-0.5	0.0	-0.3	-2	3.9	-3	10	-6	-4
Cc1ccc(C)c(NC(=O)c2ccc(N(C)S(C)(=O)=O)cc2)c1	1	7	-3.2	1.0	0.6	8	2.4	0	-5	-6	-9
COc1cccc(OC)c1C(=O)NNC(=O)c1ccc(F)cc1	0	17	-1.6	4.5	-3.2	-2	1.7	-7	-2	-5	-2
Cc1ccc(OCCN2C(=O)c3ccccc3C2=O)c([N+](=O)[O-])c1	-1	20	0.6	2.8	1.7	-9	3.2	-8	3	-9	-2
Cc1cc(C(=O)CSc2nc(N)cc(N)n2)c(C)n1-c1cccc(C(F)(F)F)c1	-1	7	-2.9	5.4	-0.9	0	3.4	9	3	-9	-12
NCCCC[C@H](NC(=O)C1CCNCC1)c1nnc([C@@H](N)CO)o1	-1	1	-1.7	5.3	-0.4	-7	-0.2	-3	-2	-9	7
CC1Cc2ccccc2N1C(=O)CNc1ccccc1N1CCCCC1 (stereo not drawn)	-27	-10	1.1	0.8	1.3	17	1.4	4	-7	7	0
CC(NC(=O)c1ccc(Cl)cc1)c1nnc(SCC(=O)NC2=NCCS2)n1C (stereo not drawn)	-2	-23	-2.9	2.7	-0.9	297	3.0	9	-7	-3	-3
Cc1nnc(NC(=O)CSc2nccn2Cc2ccc(F)cc2)s1	3	7	-1.4	2.8	-0.5	-19	-1.2	4	-8	-15	-1
O=C(CSc1nnc(-c2ccoc2)o1)N1CCOCC1	1	-2	-3.1	-1.4	3.0	-10	1.6	-3	3	-5	-2
Cn1nccc1C(=O)N1CCN(c2ccccc2Cl)CC1	3	-16	0.9	3.0	-0.9	4	1.0	6	-13	-10	7
Cc1ccc(CN=c2c([N+](=O)[O-])nn(-c3cccc(Cl)c3)n2O)cc1	-3	0	3.5	1.5	1.2	-19	1.2	0	-4	-11	7
NS(=O)(=O)c1ccc2c(c1)C(=NO)c1cc(S(N)(=O)=O)ccc1-2	-1	-5	1.6	-1.2	-0.2	-4	1.7	1	-1	0	-2
CSc1nnc2c(=O)[nH]c(=O)n(C)c2n1	-1	-9	.	.	-0.4	.	2.5	2	7	5	-3
CCOC(=O)c1cnn(-c2ccccc2)c1NC(=O)c1ccccc1	-5	16	-0.2	1.0	-0.6	8	2.2	1	2	5	1
COC(=O)c1sc(NC(=O)CSc2nncs2)c(C(=O)OC)c1C	-5	-3	-3.5	2.4	-3.3	-22	0.6	1	-6	-6	-4
Cc1cc(=O)[nH]c(SCC(=O)c2c(N)n(C)c(=O)n(C)c2=O)n1	-5	-10	0.6	3.2	0.5	-12	2.5	-3	-7	-10	2
N#Cc1ccc(C(=O)NC2CCCc3ccccc32)cc1 (stereo not drawn)	3	3	-0.3	3.0	-4.9	2	4.4	-1	-2	4	-1
COc1ccc(S(=O)(=O)N2CCOCC2)cc1NC(=O)CSc1ccc(F)cc1	-3	19	-0.5	1.1	-0.3	-2	0.9	-8	6	-1	12
O=C(CNC(=O)c1ccccc1C(=O)O)c1ccccc1	1	-3	-0.2	-0.3	-0.3	-24	1.2	1	19	-2	-1
Cc1ccc(C(C)CCN2CCC(n3nccc3NC(=O)c3ccccc3)CC2)o1 (stereo not drawn)	0	-5	3.8	1.4	-1.5	-6	-0.6	2	1	15	2
CC1CCN(C(=O)c2ccc3c(c2)OCO3)CC1	-2	-11	4.3	0.9	0.3	5	3.5	-2	3	2	3
Cn1cnc2cc(OC(=O)c3ccccc3)ccc21	-4	17	-0.3	4.0	1.1	21	2.8	-7	1	-4	1
Cn1c(N)c(C(=O)COC(=O)Cc2ccc(Cl)cc2Cl)c(=O)n(C)c1=O	-2	4	.	.	-0.2	.	1.0	4	-4	-5	-5
O=C(COc1cccc2ccccc12)N1c2ccccc2CCc2ccccc21	-8	-5	0.9	1.5	0.8	50	2.9	2	2	-6	-3
CC(=O)Nc1ccccc1C(=O)C(=O)Nc1ccc(C(=O)N2CCOCC2)cc1	-4	0	-0.2	6.5	-0.6	-31	-4.7	0	2	-1	-7
Cc1nc2ccccc2nc1-c1ccc([N+](=O)[O-])cc1	0	12	.	.	-0.9	.	3.9	-3	9	3	5
CCCCNC(=S)NNC(=O)c1ccoc1C	1	5	-1.3	1.1	0.8	23	0.1	1	3	-3	-5

(further entries)
Compound	DAGLB inhibitor	HTR5A inv ctr	E coli growth	AddAB inh	CDK5 p35 inh	Mot1-301 SUMO	phage Ecoli inh	HTR5A ag ctr	Tat transport	PKA-R1A act	PKA-R2B act
Cc1cc(O)c(-c2cc(O)c(C)cc2O)cc1O	1	-5	-0.9	-3.8	2.5	-9	3.8	1	9	2	7
O=C(O)C1CC(=O)N(CCc2ccc(F)cc2)C1 (stereo not drawn)	0	-8	2.3	2.1	-1.8	128	-1.3	2	-3	1	-1
Cn1cnc(S(=O)(=O)N2CCN(C(c3ccc(F)cc3)c3ccc(F)cc3)CC2)c1	2	1	-0.6	0.1	-2.3	376	2.1	-2	-8	-12	-3
COc1ccc(CCN(Cc2ccccn2)C(=S)Nc2cccc(SC)c2)cc1OC	-2	1	1.8	-1.7	1.0	13	-1.4	0	-1	-10	-6
Cc1ccc(-n2ncc3c2CCCC3NC(=O)c2cnccn2)cc1C (stereo not drawn)	-2	-6	.	.	-1.9	86	3.1	4	2	-12	-6
CC1CCCC(NC(=O)COC(=O)CCC(=O)c2ccc(F)cc2)C1C (stereo not drawn)	-3	14	-0.1	-0.6	-1.5	-9	1.5	-4	6	0	1
COc1cc(C(=O)Nc2scc(-c3ccccc3)c2C(=O)O)cc(OC)c1OC	6	8	-1.5	3.5	-1.1	31	-0.7	-2	-2	2	-2
Clc1ccc2nncn2n1	1	2	-1.2	-1.7	1.9	-13	4.6	-1	4	-6	-6
COc1ccc(C(CNC(=O)Nc2ccc(Cl)cc2)N2CCN(C)CC2)cc1 (stereo not drawn)	2	12	0.4	2.9	0.0	1	1.4	-2	5	9	-9
CCOC(=O)C1=C(N)OC2=C(C(=O)CCC2)C1c1ccccc1OC (stereo not drawn)	1	-5	-0.9	1.5	0.5	-9	5.7	2	0	3	6
Cn1c(N)c(C(=O)CSc2nnc(C3CC3)n2Cc2ccccc2)c(=O)n(C)c1=O	0	11	-3.4	-3.3	0.8	-4	2.8	-3	3	-4	4
O=C(Nc1ccc(Cl)cc1)c1nc[nH]c1C(=O)NCCN(CCNC(=O)c1[nH]cnc1C(=O)Nc1ccc(Cl)cc1)CCNC(=O)c1[nH]cnc1C(=O)Nc1ccc(Cl)cc1	-1	17	0.1	1.4	-0.6	26	.	-7	-13	7	2
O=S(=O)(Nc1ccc2cn[nH]c2c1)c1ccc(Cl)s1	2	6	1.1	4.5	1.1	2	0.9	6	-6	0	11
COc1cc(COc2ccc(S(=O)(=O)N3CCOCC3)cc2[N+](=O)[O-])ccc1OC(F)F	0	4	.	.	-0.1	.	2.3	-1	-3	-4	-3
